Assay outcomes: PubChem, National Center for Advancing Translational Sciences (NCATS)
WRN inhibitor: qHTS for Inhibitors of WRN Helicase; Bifunctional 3'-5' exonuclease/ATP-dependent helicase WRN (Homo sapiens), Q14191; WRN helicase unwinding, fluorescent forked duplex, kinetic; Potency, µM (titrated, usually from 114 µM), inactives show top-dose activity change, negative = inhibition, usual class: inhibitors; 360,000 tested, 0.46% active; AID 651768, 2012; note: potency is the fitted concentration of half-maximal effect; % is set by controls: 0 for no effect and ±100 for the full control effect; nearly all actives have a fitted effect of over 55% in size
Target sequence (Q14191 whole entry, looked up): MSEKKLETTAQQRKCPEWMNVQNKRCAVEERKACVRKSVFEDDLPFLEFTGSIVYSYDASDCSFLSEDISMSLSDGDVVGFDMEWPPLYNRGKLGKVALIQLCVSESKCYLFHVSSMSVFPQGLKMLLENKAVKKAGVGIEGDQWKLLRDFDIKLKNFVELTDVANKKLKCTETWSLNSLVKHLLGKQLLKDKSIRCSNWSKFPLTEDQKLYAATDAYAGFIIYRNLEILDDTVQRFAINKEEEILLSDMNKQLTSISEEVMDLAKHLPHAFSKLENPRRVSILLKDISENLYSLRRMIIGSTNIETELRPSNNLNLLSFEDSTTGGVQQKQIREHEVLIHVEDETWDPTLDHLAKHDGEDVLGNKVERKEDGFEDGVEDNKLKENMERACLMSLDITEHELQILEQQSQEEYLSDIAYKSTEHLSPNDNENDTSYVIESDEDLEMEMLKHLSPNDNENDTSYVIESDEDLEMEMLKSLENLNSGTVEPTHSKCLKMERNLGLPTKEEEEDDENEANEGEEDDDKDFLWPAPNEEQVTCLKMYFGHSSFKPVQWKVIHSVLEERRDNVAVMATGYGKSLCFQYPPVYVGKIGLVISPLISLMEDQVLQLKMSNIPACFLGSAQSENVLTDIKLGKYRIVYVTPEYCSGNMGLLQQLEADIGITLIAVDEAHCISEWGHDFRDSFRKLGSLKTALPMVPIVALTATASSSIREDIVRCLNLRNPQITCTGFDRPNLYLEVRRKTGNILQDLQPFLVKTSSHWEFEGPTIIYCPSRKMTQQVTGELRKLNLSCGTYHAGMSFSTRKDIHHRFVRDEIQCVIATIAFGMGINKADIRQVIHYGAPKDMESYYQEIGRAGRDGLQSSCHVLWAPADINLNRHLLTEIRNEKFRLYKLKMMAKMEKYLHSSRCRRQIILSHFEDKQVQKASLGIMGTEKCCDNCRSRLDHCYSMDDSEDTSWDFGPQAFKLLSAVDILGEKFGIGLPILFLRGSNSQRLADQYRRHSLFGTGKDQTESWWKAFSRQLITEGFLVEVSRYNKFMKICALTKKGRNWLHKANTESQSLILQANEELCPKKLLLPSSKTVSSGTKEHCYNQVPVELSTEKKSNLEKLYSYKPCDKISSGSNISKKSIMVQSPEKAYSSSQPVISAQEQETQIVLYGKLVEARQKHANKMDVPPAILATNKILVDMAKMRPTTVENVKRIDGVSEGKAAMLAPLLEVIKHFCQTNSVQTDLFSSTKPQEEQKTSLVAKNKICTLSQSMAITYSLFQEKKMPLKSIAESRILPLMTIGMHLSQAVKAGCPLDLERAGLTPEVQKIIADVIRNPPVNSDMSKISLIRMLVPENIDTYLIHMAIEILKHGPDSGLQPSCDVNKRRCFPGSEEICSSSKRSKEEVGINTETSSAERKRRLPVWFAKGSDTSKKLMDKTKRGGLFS
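Fluorescence dequenching readout, ex 525 nm/em 598 nm, kinetic mode: forked duplex DNA (100 nM final) with adjacent fluorophore and quencher unwound by WRN (20 nM final) with 2 mM ATP. Compound preincubation 15 min, room temperature.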
IL-2 act: qHTS of IL-2 Activators; IL-2 activation reporter assay, cell-based qHTS; stimulated with anti-CD3/CD4/CD28 beads; in transgenic mouse T cells; activation, % (series mostly up to about 46 µM); 360,000 tested, 0.065% active; AID 652025, 2013; in the data active = activation above about 50%; inconclusive = mostly about 30% to 49%; note: 0% is about no effect
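First, unstimulated transgenic mouse T cells were exposed to compound for 60 min. Next, anti-CD3/anti-CD4-coated beads with anti-CD28 were added. Finally, after 18 h at 37 degrees C, EGFP and DsRed were imaged.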
EPAC2 ag: qHTS for Agonist of cAMP-regulated guanine nucleotide exchange factor 4 (EPAC2): primary screen; Rap guanine nucleotide exchange factor 4 (Homo sapiens), Q8WZA2; EPAC2 activation, biochemical qHTS; response scale: 100% = 6.5 mM cAMP response; Potency, µM (top dose mostly 154 µM), without a hit: top-dose activation, hits mostly activators; 360,000 tested, 0.079% active; AID 720711, 2013; note: potency is the fitted concentration of half-maximal effect; nearly all actives have a fitted effect of over 50% in size
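Compounds were titrated in qHTS against a Rap1B-BODIPY-GDP (250 nM) complex with EPAC2 (100 nM) and GDP (50 uM). BODIPY-GDP release tracked at 480/540 nm over 30 min at room temperature, normalized to 6.5 mM cAMP.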
PLK1 PBD inh: qHTS for Inhibitors of PLK1-PDB (polo-like kinase 1 - polo-box domain): Primary Screen. Serine/threonine-protein kinase PLK1 (Homo sapiens), P53350. Plk1 PBD binding of FITC phosphopeptide, fluorescence polarization. Potency, µM, for the others: max response, negative = inhibition, hits mostly inhibitors. 360,000 tested, 2.8% active; note: potency is the fitted concentration of half-maximal effect; series mostly up to about 57 µM; % is set by controls: 0 for no effect and ±100 for the full control effect; nearly all actives have a fitted effect of over 65% in size
EPAC1 ag: qHTS for Agonist of cAMP-regulated guanine nucleotide exchange factor 3 (EPAC1): primary screen | Rap guanine nucleotide exchange factor 3 (Homo sapiens), O95398 | EPAC1 agonist qHTS, biochemical assay; response scale: 100% = response to 6.5 mM cAMP | Potency, µM (series often up to 154 µM), for the others: top-dose activation, most hits filed as activators | 360,000 tested, 0.073% active | AID 720707, 2013; note: potency is the fitted concentration of half-maximal effect; nearly all actives have a fitted effect of over 60% in size
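EPAC1 100 nM, Rap1B–BODIPY-GDP 250 nM, unlabeled GDP 50 uM; compound titration; 5 min RT; kinetic read ex480/em540 at 5-min intervals ×30 min; data normalized to 6.5 mM cAMP agonist control.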
PI5P4K alpha inh: qHTS for Inhibitors of phosphatidylinositol 5-phosphate 4-kinase (PI5P4K); PI5P4Kalpha enzyme, ADP-Glo luminescence, 60 min; hits give low values; max response, %; 330,000 tested, 1.2% active; AID 652105, 2013; active = max response of -50% or lower; inconclusive = between -30% and -50%; inactive = -30% or higher; note: value at the top dose of about 77 µM; % is set by controls: 0 for no effect and ±100 for the full control effect
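Controls without substrate or without enzyme flank wells where PI5P4Kalpha converts substrate using 5 microM ATP (final). Incubation lasts 60 minutes at room temperature; ADP formed is read by ADP-Glo luminescence.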
EPAC1 antagonist: qHTS for Antagonist of cAMP-regulated guanine nucleotide exchange factor 3 (EPAC1): primary screen; Rap guanine nucleotide exchange factor 3 (Homo sapiens), O95398; 360,000 tested, 0.14% active; EPAC1 GEF assay, Rap1b-BODIPY-GDP exchange fluorescence; AID 720709, 2013; Potency, µM (titrated, usually from 115 µM), inactives show at the top dose activity change, negative = inhibition, usual class: inhibitors;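 note: potency is the fitted concentration of half-maximal effect; plate controls were vehicle for no effect and positive control for full effect; nearly all actives have a fitted effect of over 50% in size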
CCT chaperon mod: High-Throughput Screening for Modulators of Cytosolic Chaperonin Activity. 360,000 tested, 0.3% active. activity change, % (test concentration not listed), hits read low. AID 651819, 2012. purified chaperonin ATPase assay, HTRF ADP detection, 30 min; in the data active = activity change below about -30%; note: % is set by controls: 0 for no effect and ±100 for the full control effect
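First, chaperonin was dispensed at 40 nM or 20 nM final depending on batch activity. Next, compounds were pinned at 76 uM and ATP added at 10 uM. After 30 min at 37 °C, ADP detection reagents ran 30 min at ambient temperature.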
An asterisk follows results filed as active; ? = inconclusive; nt = not tested or not shown; [ ] = remark or other dose. Unless noted, calls come from the whole dose curve; as a rule, active = well fitted curve in the direction sought with a large enough effect; inconclusive = small, poorly fitted or top-dose-only effect, or another doubt; inactive = no such curve, though single readings can be large; an effect the other way counts as inactive or inconclusive. Not all compounds are listed, so the mix of outcomes need not match the whole.

(1) O=C1CC(C(=O)N2CCN(c3ccccc3Cl)CC2)CN1Cc1ccccc1 (stereo not drawn)
(2) O=c1c(C(c2ccc(O)cc2)c2c(O)nc3n(c2=O)CCCS3)c(O)nc2n1CCCS2
(3) O=C(Oc1ccccc1N1C(=O)C2CCCCC2C1=O)c1ccccc1F (stereo not drawn)
(4) O=C(COC(=O)c1ccccc1Cc1ccccc1)Nc1ccc(SC(F)F)cc1
(5) CN(C)C(=O)c1cc(C(=O)c2ccc(C(F)(F)F)cc2)c[nH]1
(6) O=C(CC[C@H]1O[C@@H](n2ccc(=O)[nH]c2=O)[C@H](O)[C@@H]1O)N[C@@H](Cc1ccccc1)C(=O)NCC1CCCCC1
(7) CCOC(=O)c1cc2c(=O)n3ccccc3nc2n(C)c1=NC(=O)c1c(-c2c(F)cccc2Cl)noc1C
(8) O=C(Nc1ccc(Br)cc1)c1cccc(-n2cnnn2)c1
entry no. | 1 | 2 | 3 | 4 | 5 | 6 | 7 | 8
WRN inhibitor | -9% | ? | -1% | -11% | -3% | 2% | -2% | -1%
CCT chaperon mod | -0.5 | -1.2 | -15 | -3.8 | -6.2 | -0.2 | -0.4 | 0.1
PI5P4K alpha inh | -1 | ? | 3 | 21 | -1 | -2 | 1 | 3
EPAC2 ag | 0% | -4% | -4% | 10% | 5% | 1% | 0% | -7%
PLK1 PBD inh | -5% | 12µM* | -4% | -5% | -13% | 4% | -5% | -3%
IL-2 act | -0.7 | 0.8 | 1.7 | -3.2 | -0.3 | 1.2 | -4.2 | -1.8
EPAC1 antagonist | 0% | 8% | 11% | -10% | 2% | 17% | -18% | 9%
EPAC1 ag | 6% | -8% | 5% | 1% | -1% | 2% | 3% | 4%

Next part, starting with the last 3 of the part before.
(6) O=C(CC[C@H]1O[C@@H](n2ccc(=O)[nH]c2=O)[C@H](O)[C@@H]1O)N[C@@H](Cc1ccccc1)C(=O)NCC1CCCCC1
(7) CCOC(=O)c1cc2c(=O)n3ccccc3nc2n(C)c1=NC(=O)c1c(-c2c(F)cccc2Cl)noc1C
(8) O=C(Nc1ccc(Br)cc1)c1cccc(-n2cnnn2)c1
(9) c1n[nH]c(SCCCCSc2ncn[nH]2)n1
(10) Cc1ccc(N/N=C(\C#N)C(=N)N2CCCCC2)cc1
(11) COc1ccc(N(Cc2cc(=O)[nH]c3ccccc23)C(=O)C(C)C)cc1
(12) CCOc1ccc(C(C(=O)NCC2CCCO2)N(Cc2cccc(OC)c2)C(=O)c2snc(C(N)=O)c2N)cc1 (stereo not drawn)
(13) Cn1c(=O)c(Sc2ccccc2)c(O)c2ccccc21
(14) CN(C)c1ccc(-c2csc(C(O)c3ccc(F)c(F)c3)n2)cc1 (stereo not drawn)
(15) CC1CN(C)C(C)CC1NCc1ccc2c(c1)OCO2 (stereo not drawn)
(16) CCn1c(CNc2cccc(C(F)(F)F)c2)n[nH]c1=S
entry no. | 6 | 7 | 8 | 9 | 10 | 11 | 12 | 13 | 14 | 15 | 16
WRN inhibitor | 2% | -2% | -1% | 2% | -1% | -8% | 3% | -2% | -12% | 6% | 3%
CCT chaperon mod | -0.2 | -0.4 | 0.1 | -0.3 | -2.2 | 0.7 | 0.2 | 1.2 | -3.7 | -0.5 | 1.8
PI5P4K alpha inh | -2 | 1 | 3 | -1 | -3 | 5 | 3 | ? | -2 | 0 | 0
EPAC2 ag | 1% | 0% | -7% | -8% | 5% | 5% | 7% | 3% | 8% | -2% | 1%
PLK1 PBD inh | 4% | -5% | -3% | 1% | -21% | -10% | -10% | -26% | -12% | -3% | -1%
IL-2 act | 1.2 | -4.2 | -1.8 | -0.2 | -0.2 | 2.7 | -0.9 | 0.1 | -0.4 | 0.4 | -0.3
EPAC1 antagonist | 17% | -18% | 9% | 8% | 9% | -30% | 1% | -11% | -6% | 15% | 7%
EPAC1 ag | 2% | 3% | 4% | -1% | 3% | 8% | 4% | 7% | -6% | 4% | -4%

(17) COC(=O)[C@@]12C[C@@H](CC(=O)NCc3cccs3)C(=O)N(Cc3ccco3)C1=CCC(C)(C)C2
(18) Fc1ccc(Nc2nc(NCc3ccco3)c3ccccc3n2)cc1
(19) CC(Oc1ccc(F)cc1F)C(=O)/C=C/N(C)C (stereo not drawn)
(20) COc1cc(C(=S)N2CCCCC2)ccc1OCC(=O)Nc1ccc(F)cc1
(21) C=C(C)CSc1nc2ccccc2[nH]1
(22) Cc1ccccc1-c1n[nH]c(=S)n1/N=C/C=C/c1ccco1
(23) COc1ccc(C(=O)C2CCCN(C(=O)/C=C/c3ccccn3)C2)c(C)c1 (stereo not drawn)
(24) CCOc1ccc(NC(=O)CCNS(=O)(=O)c2ccc3c(c2)c(=O)n(C)c(=O)n3C)cc1
entry no. | 17 | 18 | 19 | 20 | 21 | 22 | 23 | 24
WRN inhibitor | 0% | -21% | 1% | -2% | 4% | ? | -28%[57.1 µM] | 1%
CCT chaperon mod | nt | -2.4 | -2.7 | 0.9 | -6.4 | 2.5 | -2.1 | -2.9
PI5P4K alpha inh | -3 | nt | nt | 6 | 4 | -84* | 6 | nt
EPAC2 ag | 7% | 26% | 7% | -4% | 0% | -3% | 0% | 7%
PLK1 PBD inh | -4% | -11% | -5% | -23% | -9% | ? | -7% | 1%
IL-2 act | -0.6 | -0.1 | 2.1 | -0.1 | 0.1 | 1.5 | -1.0 | -2.2
EPAC1 antagonist | -9% | -24% | -2% | -14% | -8% | ? | -7% | 1%
EPAC1 ag | 1% | 11% | 11% | -5% | 8% | -6% | 5% | 6%

Of the compounds above, three have a furan ring, fused or not:
(17) COC(=O)[C@@]12C[C@@H](CC(=O)NCc3cccs3)C(=O)N(Cc3ccco3)C1=CCC(C)(C)C2
(18) Fc1ccc(Nc2nc(NCc3ccco3)c3ccccc3n2)cc1
(22) Cc1ccccc1-c1n[nH]c(=S)n1/N=C/C=C/c1ccco1
entry no. | 17 | 18 | 22
WRN inhibitor | 0% | -21% | ?
CCT chaperon mod | nt | -2.4 | 2.5
PI5P4K alpha inh | -3 | nt | -84*
EPAC2 ag | 7% | 26% | -3%
PLK1 PBD inh | -4% | -11% | ?
IL-2 act | -0.6 | -0.1 | 1.5
EPAC1 antagonist | -9% | -24% | ?
EPAC1 ag | 1% | 11% | -6%

New compounds follow.
(25) CCOC(=O)c1cc(-c2ccccc2)sc1NC(=O)c1ccc(OC)cc1
(26) COc1ccc(CC(=O)Nc2ccc(-c3noc(COc4ccccc4C)n3)cc2)cc1
(27) CCc1nnc(NC(=O)CSc2nnc(C3CCCCC3)n2-c2ccccc2)s1
(28) COc1ccc(OCC(=O)N2c3ccccc3CC2C)c([N+](=O)[O-])c1 (stereo not drawn)
(29) COc1ccc(CNC(=O)C(=O)NCCC2CCCCN2S(=O)(=O)c2cccs2)cc1 (stereo not drawn)
(30) COc1ccc(C2c3c(ccc4ccccc34)Oc3ncn4nc(-c5ccco5)nc4c32)cc1 (stereo not drawn)
(31) O=C(CSc1ccc2ccccc2n1)c1ccccc1
(32) Cc1cc(Cl)c(S(=O)(=O)NCc2cccnc2)cc1OCC(=O)NC1CCCCC1
(33) O=c1oc(CCCO)cc2ccccc12
(34) COc1ccc(C(O)(C(C)C)C(CN2CCOCC2)c2ccccc2)cc1 (stereo not drawn)
entry no. | 25 | 26 | 27 | 28 | 29 | 30 | 31 | 32 | 33 | 34
WRN inhibitor | -8% | -14% | -3% | 9% | -29% | -5% | -11% | -2% | 5% | -4%
CCT chaperon mod | -1.6 | -0.3 | -3.7 | -1.1 | 2.5 | 1.6 | 1.4 | -3.2 | 0.7 | 0.4
PI5P4K alpha inh | -28 | 0 | 0 | 3 | 3 | 5 | 11 | 2 | 6 | 1
EPAC2 ag | -11% | 9% | 1% | 9% | -4% | -1% | 15% | 6% | -9% | 5%
PLK1 PBD inh | 5.3µM* | -1% | -6% | 0% | -5% | 2% | -4% | -2% | 10% | 3%
IL-2 act | 0.5 | 0.5 | -0.9 | 0.6 | -0.1 | -4.2 | -4.9 | -0.1 | -0.1 | -1.6
EPAC1 antagonist | -3% | -4% | 13% | 2% | -6% | 4% | -4% | 5% | 3% | 6%
EPAC1 ag | 7% | 6% | -7% | -1% | -3% | -5% | 16% | 2% | -11% | 4%

Four structures already listed, ordered by molar mass, falling:
(30) COc1ccc(C2c3c(ccc4ccccc34)Oc3ncn4nc(-c5ccco5)nc4c32)cc1 (stereo not drawn)
(34) COc1ccc(C(O)(C(C)C)C(CN2CCOCC2)c2ccccc2)cc1 (stereo not drawn)
(28) COc1ccc(OCC(=O)N2c3ccccc3CC2C)c([N+](=O)[O-])c1 (stereo not drawn)
(31) O=C(CSc1ccc2ccccc2n1)c1ccccc1
entry no. | 30 | 34 | 28 | 31
WRN inhibitor | -5% | -4% | 9% | -11%
CCT chaperon mod | 1.6 | 0.4 | -1.1 | 1.4
PI5P4K alpha inh | 5 | 1 | 3 | 11
EPAC2 ag | -1% | 5% | 9% | 15%
PLK1 PBD inh | 2% | 3% | 0% | -4%
IL-2 act | -4.2 | -1.6 | 0.6 | -4.9
EPAC1 antagonist | 4% | 6% | 2% | -4%
EPAC1 ag | -5% | 4% | -1% | 16%
